Source: PubChem BioAssay
TRb-SRC2 inh = qHTS for Inhibitors of the Interaction of Thyroid Hormone Receptor and Steroid Receptor Coregulator 2. Thyroid hormone receptor beta (Homo sapiens), P10828. TRbeta-SRC2 peptide binding, fluorescence polarization; receptor liganded with 1 µM T3. Potency, µM (series often up to 106 µM), for the others: top-dose activity change, negative = inhibition, most hits filed as inhibitors. actives 0.065% (n = 280,000). AID 1469, 2008; active means well fitted inhibition curve with a large enough effect; inconclusive means small, poorly fitted or top-dose-only effect, or effect the other way;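 further: plate controls were bound peptide for no effect and peptide without receptor for full effect; nearly all actives have a fitted effect of over 50% in size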
Target sequence (P10828 whole entry, looked up): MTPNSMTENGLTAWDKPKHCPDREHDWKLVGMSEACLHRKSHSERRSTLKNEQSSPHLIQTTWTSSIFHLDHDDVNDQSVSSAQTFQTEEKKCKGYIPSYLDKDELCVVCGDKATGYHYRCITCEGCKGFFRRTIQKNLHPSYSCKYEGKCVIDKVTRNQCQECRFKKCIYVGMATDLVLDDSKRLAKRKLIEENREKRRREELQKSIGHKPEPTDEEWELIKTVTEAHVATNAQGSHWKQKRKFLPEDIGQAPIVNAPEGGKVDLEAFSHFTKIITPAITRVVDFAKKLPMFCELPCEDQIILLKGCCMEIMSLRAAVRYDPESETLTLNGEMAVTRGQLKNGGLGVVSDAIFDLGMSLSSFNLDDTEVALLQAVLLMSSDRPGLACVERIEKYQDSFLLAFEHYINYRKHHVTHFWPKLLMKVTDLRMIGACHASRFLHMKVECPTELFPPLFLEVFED
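Human TRb ligand-binding domain (0.6 uM) is mixed with 20 nM Texas Red SRC2 peptide and 1 uM T3; after compound addition and 5 hr at ambient temperature, polarization is measured and normalized to unbound and bound controls.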
TexasRed fluor = Total Fluorescence Counterscreen for Inhibitors of the Interaction of Thyroid Hormone Receptor and Steroid Receptor Coregulator 2; actives 0.29% (n = 280,000); AID 1479, 2009; Potency, µM (series often up to 106 µM), inactives show at the top dose fluorescence change, negative = quenching; TRb/SRC2 Texas Red total fluorescence interference; active means well fitted curve in either direction with a large enough effect; inconclusive means small, poorly fitted or top-dose-only effect
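Human TRb ligand-binding domain at 0.6 uM with 20 nM Texas Red SRC2 peptide in Tris buffer containing 1 uM T3 and 5% DMSO, incubated with compound 5 h at ambient temperature. Total fluorescence (555/632 nm) calculated as parallel + 2 × perpendicular.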
Numbers without * were called inactive; ? = inconclusive; [ ] = another dose, or the depositor's remark. Unless noted, on the % scale 0 is the no-effect control and ±100 the full control effect; potency means the concentration at half of the fitted maximal effect. An excerpt; rates above refer to the full screens.

SMILES	TRb-SRC2 inh	TexasRed fluor
Cc1cc(C(=O)C(=O)Nc2nncs2)c(C)n1-c1ccc(Cl)cc1	-8.9%	-0.3%
Cc1cc(C)cc(OCCSc2nc(-c3ccc(C(C)(C)C)cc3)nc3cc(=O)[nH]n23)c1	-3.5%	-0.2%
O=C(NCc1ccccc1Cl)C1CCN(S(=O)(=O)Cc2ccccc2)CC1	0.1%	-3.0%
COc1cccc(-c2nc3c(C#N)c[nH]n3c2NC2CCCCC2)c1	-1.9%	-0.2%
Cc1cc(Cc2cc(C)cc(C(C)(C)C)c2O)c(O)c(C(C)(C)C)c1	0.8%[201 µM]	1.7%[201 µM]
Cc1ccc(-n2nc3c(N4CCC(C(=O)N(C)Cc5ccccc5)CC4)nnc(C)c3c2C)cc1	-1.7%	0.7%
COc1cc(CNC(=O)c2ccc3c(c2)c(C)c(C)n3Cc2cccc(C)c2)cc(OC)c1OC	7.4%	7.7%
CCc1ccccc1NC(=O)CN1C(=O)C2CCCN2c2ccc(S(=O)(=O)N(CC)CC)cc21 (stereo unspecified)	0.7%	3.5%
Cc1ccc2c(c1)c1c(c(=O)n(-c3ccccc3C)c(=O)n1Cc1cccc(F)c1)n2C	-4.8%	0.8%
CC(C)NC(=O)C1=CC(c2ccc3c(c2)OCO3)=NS(=O)(=O)N1C	-9.3%	-1.0%
CCS(=O)(=O)N1CCc2cc(C(=O)Nc3ccc(OC)cc3OC)ccc21	-1.5%	-0.7%
O=C(CCn1ccc2cc(S(=O)(=O)N3CCCC3)ccc21)NCc1cccc(Br)c1	2.3%	0.8%
CCc1ccc(NCc2cc3cc4c(cc3n(CC(=O)Nc3ccccc3Cl)c2=O)OCO4)cc1	0.9%	-1.7%
CCOc1ccccc1NC(=O)Cn1c(=O)n(Cc2nc(C)no2)c(=O)c2ccccc21	-6.8%	1.0%
CC(=O)OCC1=C(C(=O)O)N2C(=O)C(NC(=O)Cc3ccccc3)C2SC1 (stereo unspecified)	-8.8%	-1.2%
CC(=O)Nc1ccccc1-c1nc2ccccc2n(CC(=O)Nc2ccc(C)c(Cl)c2)c1=O	10.0%	-0.4%
CNC(=O)c1cccc(-n2c(C)nc3cccnc32)c1C	-12.8%	13.0%
CCCCOCCOCCO	-8.0%[201 µM]	-1.8%[201 µM]
COc1ccc(C)cc1NC(=O)c1noc2c1CSc1ccccc1-2	4.2%	-1.2%
CCC(=O)Nc1ccccc1-c1nc2ccccc2n(C(CC)C(=O)Nc2cccc(Cl)c2)c1=O (stereo unspecified)	2.1%	-0.1%
CC(C)Nc1ccc(-c2nc(-c3ccccn3)no2)cc1[N+](=O)[O-]	4.3%	0.9%
O=C(CSc1nc(-c2cccs2)nc2cc(=O)[nH]n12)Nc1ccccc1Cl	-5.4%	1.4%
O=C(CSc1nc2c(c(=O)[nH]1)CCCC2)Nc1ccc(Br)cc1	-4.3%	-3.0%
COCC(C)NC(=O)C1=CC(c2ccc3c(c2)OCO3)=NS(=O)(=O)N1C (stereo unspecified)	-2.4%	-3.6%
O=C(Nc1ccccc1Br)N1CCN2CCCCC2C1 (stereo unspecified)	-3.6%	-2.2%
Cc1cc(C)cc(NC(=O)CN2C(=O)CSc3ccc(S(=O)(=O)N4CCCC4)cc32)c1	-6.0%	-1.1%
COc1cc(Cl)c(C)cc1NS(=O)(=O)c1c(C)nc2sccn2c1=O	?	?
Nc1cc(Cl)c(O)c(Cl)c1	-12.6%[201 µM]	?
COC(=O)c1cc2c(cc1NC(=O)c1cnn(-c3ccc(C)cc3)c1-n1cccc1)OCO2	13.8%	-2.5%
CSc1ccc(CCNC(=O)CCCn2nc(C)c3sc4ccccc4c3c2=O)cc1	-1.8%	-0.6%
Cc1ccc(C(=O)c2ccccc2)cc1	5.3%[201 µM]	3.0%[201 µM]
CC1=C(c2ccc(C(C)C)cc2)S(=O)(=O)NC1=NCc1ccccc1Br	5.4%	-1.2%
COc1ccccc1-c1nc2c(c(SCC(=O)Nc3ccc(C)c(C)c3)n1)Cc1c(CO)cnc(C)c1O2	-8.9%	-2.1%
COc1cccc(CNC(=O)CCCn2c(=O)c3cccn3c3cccnc32)c1OC	6.2%	-1.4%
O=C(NCc1ccc(Cl)cc1)c1ccc(Cn2c(=O)c3cccn3c3cccnc32)cc1	?	18.2%
CN1C(=O)Cc2cc(S(=O)(=O)CCC(=O)Nc3ccccc3)ccc21	-3.3%	-0.3%
CC(=O)N1CCCC1c1nc2ccccc2n1Cc1ccccc1Cl (stereo unspecified)	-4.1%	-1.2%
CC(C)c1ccc(C(C)C)cc1	3.7%[201 µM]	-2.7%[201 µM]
COc1ccccc1CNC(=O)c1cccn1-c1nnc(N2CCCCC2)s1	-3.0%	-1.8%
O=C(CSc1nnc(-c2cccs2)o1)Oc1ccccc1	-2.8%	1.0%
O=C(NC(=O)c1ccccc1)Nc1ccc(-c2cc(C(F)(F)F)nn2-c2ccccc2)cc1	-6.4%	3.9%
COc1ccc(-n2nnc(-c3nc(-c4ccccc4C)no3)c2N)cc1Cl	-2.2%	-1.2%
O=C1CCCC/C=C/CCCCCCCCCO1	6.5%[201 µM]	-0.2%[201 µM]
Cc1ccc(C)c(N2CCN(C(=O)c3ccc(-c4nc(COc5ccccc5)c(C)o4)cc3)CC2)c1	-0.8%	0.0%
CCC(Sc1nnc(C)n2c1cc1occc12)C(=O)Nc1ccccc1OC (stereo unspecified)	-0.1%	0.5%
CCOc1cc2sc(N3CCC(C(=O)Nc4cc(C)cc(C)c4)CC3)nc2cc1Br	3.3%	9.2%
COc1cccc(CNC(=O)CCn2nc(C)c3c(C)n(-c4ccccc4)nc3c2=O)c1	3.9%	-0.3%
CC(C)(C)C1CCc2nc(NC(=O)COc3ccc(F)cc3)sc2C1 (stereo unspecified)	-7.4%	-0.2%
CCOc1ccccc1NC(=O)CSc1ccc2nnc(CCNS(=O)(=O)c3ccccc3)n2n1	0.2%	0.4%
CC1=C(c2ccc(Cl)cc2)S(=O)(=O)N=C1N1CCN(c2cccc(C(F)(F)F)c2)CC1	-6.9%	-2.1%
CN1C(=O)C2(SCC(=O)N2c2cccc(C(F)(F)F)c2)c2ccccc21 (stereo unspecified)	-12.5%	3.6%
CCOC(=O)c1[nH]c(C)c(C(=O)NCc2ccc(F)cc2)c1C	-4.8%	-3.3%
COc1cc(NC(=O)CSc2nc(-c3ccc(C(C)C)cc3)no2)cc(OC)c1	-4.1%	-0.8%
COc1ccccc1CNC(=O)Nc1ccc2c(c1)N(C)C(=O)c1ccccc1S2	0.1%	-1.6%
CC(NC(=O)c1nn(C)c2c1CSc1ccccc1-2)c1ccccc1 (stereo unspecified)	1.9%	-1.4%
COc1ccc(NC(=O)CSc2nc(-c3ccc(OC)c(OC)c3)[nH]c2-c2ccc(C)cc2)cc1	7.4%	-3.7%
COc1ccc(NC(=O)CCS(=O)(=O)c2ccc3nc(C)sc3c2)cc1Cl	-0.3%	0.3%
COc1ccc(NC(=O)c2ccc(-c3nc(CSc4ccccc4)c(C)o3)cc2)c(OC)c1	-3.6%	0.2%
CCOc1ccccc1NC(=O)Cn1nc(N2CCN(c3ccccc3)CC2)ccc1=O	3.4%	1.4%
Cc1cc(NC(=O)Nc2nnc(N3CCCCC3)s2)ccc1Br	-5.3%	0.2%

15 compounds already listed, sorted by SMILES length, rising:
SMILES	TRb-SRC2 inh	TexasRed fluor
O=C1CCCC/C=C/CCCCCCCCCO1	6.5%[201 µM]	-0.2%[201 µM]
Cc1cc(NC(=O)Nc2nnc(N3CCCCC3)s2)ccc1Br	-5.3%	0.2%
CC(NC(=O)c1nn(C)c2c1CSc1ccccc1-2)c1ccccc1 (stereo unspecified)	1.9%	-1.4%
CC(C)(C)C1CCc2nc(NC(=O)COc3ccc(F)cc3)sc2C1 (stereo unspecified)	-7.4%	-0.2%
COc1ccc(-n2nnc(-c3nc(-c4ccccc4C)no3)c2N)cc1Cl	-2.2%	-1.2%
CN1C(=O)C2(SCC(=O)N2c2cccc(C(F)(F)F)c2)c2ccccc21 (stereo unspecified)	-12.5%	3.6%
COc1cc(NC(=O)CSc2nc(-c3ccc(C(C)C)cc3)no2)cc(OC)c1	-4.1%	-0.8%
CCOc1cc2sc(N3CCC(C(=O)Nc4cc(C)cc(C)c4)CC3)nc2cc1Br	3.3%	9.2%
COc1cccc(CNC(=O)CCn2nc(C)c3c(C)n(-c4ccccc4)nc3c2=O)c1	3.9%	-0.3%
CCOc1ccccc1NC(=O)CSc1ccc2nnc(CCNS(=O)(=O)c3ccccc3)n2n1	0.2%	0.4%
COc1ccc(NC(=O)c2ccc(-c3nc(CSc4ccccc4)c(C)o3)cc2)c(OC)c1	-3.6%	0.2%
O=C(NC(=O)c1ccccc1)Nc1ccc(-c2cc(C(F)(F)F)nn2-c2ccccc2)cc1	-6.4%	3.9%
CC1=C(c2ccc(Cl)cc2)S(=O)(=O)N=C1N1CCN(c2cccc(C(F)(F)F)c2)CC1	-6.9%	-2.1%
COc1ccc(NC(=O)CSc2nc(-c3ccc(OC)c(OC)c3)[nH]c2-c2ccc(C)cc2)cc1	7.4%	-3.7%
Cc1ccc(C)c(N2CCN(C(=O)c3ccc(-c4nc(COc5ccccc5)c(C)o4)cc3)CC2)c1	-0.8%	0.0%

(cont.)
SMILES	TRb-SRC2 inh	TexasRed fluor
CC(NC(=O)Cn1ccc2cc(S(=O)(=O)N3CCCCCC3)ccc21)c1ccccc1 (stereo unspecified)	-4.4%	-1.6%
COc1ccc(NC(=O)Nc2nnc(N3CCCCCC3)s2)cc1	-3.6%	-1.8%
Cc1nn(CCCC(=O)Nc2ccccc2C(F)(F)F)c(=O)c2nn(-c3ccccc3)c(C)c12	-0.6%	1.4%
O=C(CN1CCCN(Cc2ccc(Cl)cc2)S1(=O)=O)Nc1ccccc1F	-0.4%	-2.1%
Cc1ccc(CCNC(=O)Cn2nc(C)c3c(C)n(-c4ccc(C)cc4)nc3c2=O)cc1	-5.5%	1.0%
CC(C)Oc1ccc(-c2nc3c(C#N)c[nH]n3c2NC2CCCCC2)cc1	-1.9%	0.6%
C=Cc1ccc(CSc2nc(-c3ccccc3Cl)nc3c2Cc2c(CO)cnc(C)c2O3)cc1	9.5%	-1.5%
Cc1cc(-c2ccc(C)c(S(=O)(=O)Nc3cccc(C)n3)c2)on1	0.5%	-0.3%
CCOc1ccc(NC(=O)CC2C(=O)N(c3ccc(Cl)cc3)C(=O)N2Cc2cccs2)cc1 (stereo unspecified)	0.4%	-0.4%
CC(Nc1ccc(-c2nc(-c3ccco3)no2)cc1[N+](=O)[O-])c1ccccc1 (stereo unspecified)	5.4%	-1.4%
COc1ccc(CNC(=O)CN2C(=O)COc3ccc(S(=O)(=O)N4CCC(C)CC4)cc32)cc1	-4.2%	-3.0%
Cc1cccc(CSc2cn(CC(=O)N3CCCC3)c3ccccc23)c1	-10.6%	0.0%
Cc1cccc(CNC(=O)CCn2ccc3cc(S(=O)(=O)N4CCCC4)ccc32)c1	-1.0%	0.3%
COc1cccc(NC(=O)c2c(C)nn(-c3cccc(C)c3)c2-n2cccc2)c1	6.0%	-1.2%
CC(C)c1ccc(S(=O)(=O)c2nnn3c2nc(NC2CCCC2)c2sccc23)cc1	-4.3%	-3.7%
Cc1ccc(Cl)cc1NC(=O)CN1C(=O)COc2ccc(S(=O)(=O)N3CCCCCC3)cc21	-1.9%	-0.1%
O=c1[nH]c(SCc2ccccc2)nc2c1CCCC2	4.8%	0.7%
Cc1ccc(-n2nc3c(N4CCC(C(=O)NCCc5ccccc5)CC4)nnc(C)c3c2C)cc1	2.4%	-1.2%
Cc1ccc(CNC(=O)C2CCC(CNS(=O)(=O)c3ccc4c(c3)CCCC(=O)N4)CC2)cc1 (stereo unspecified)	6.3%	0.7%
CCOC(=O)C1CCN(c2nc3c(S(=O)(=O)c4ccccc4)nnn3c3ccsc23)CC1	-4.1%	-2.5%
COc1ccc(N2CCN(CCCNC(=O)c3cnn(-c4ccc(C)cc4)c3-n3cccc3)CC2)cc1	7.9%	-2.4%
CCOc1ccc(CNC(=O)C2CCCN(S(=O)(=O)N(CC)c3ccc(OCC)cc3)C2)cc1 (stereo unspecified)	5.1%	-4.0%
COC(=O)c1ccc(CSc2nc3c(c(=O)[nH]2)CCC3)cc1	1.5%	-0.3%
CCn1cc2nc(SCc3ccccc3Cl)n(Cc3ccc(OC)cc3)c(=O)c2n1	10.0%	-3.5%
Cc1cccc(NC(=O)Cn2nc(N3CCN(c4ccccc4)CC3)ccc2=O)c1C	-1.5%	1.5%
O=C(NCN1CCOCC1)c1cnccn1	0.1%	-1.7%
O=C(Nc1ccccc1C(F)(F)F)n1ncc2cc(Cl)ccc21	-4.3%	-2.7%
COc1ccc(C(=O)/C(Br)=C/C(=O)O)cc1	1.2%	0.5%
